Hck-Nef inh – human Hck-Nef kinase inhibition; P08631; Recombinant Hck-YEEI plus Nef, Z-Lyte FRET kinase assay; inhibition, % at 20 µM; actives 0.68% (n = 220,000);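 active = Hck-Nef kinase inhibition above about 50%, limit read from the data; inactive = inhibition below that limit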;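 also: 0% = DMSO with Hck plus Nef and 100% = Hck alone without Nef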
NCF1 inh – inhibitors of human p47phox binding | P14598 | p47phox/p22phox peptide binding, fluorescence polarization, 2 h | actives 0.53% (n = 220,000) | inhibition, % at 24.7 µM;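 active = inhibition above about 30%, limit read from the data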;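 also: 0% = p47phox with labelled peptide and 100% = labelled peptide alone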
Target sequence (P14598 whole entry, looked up): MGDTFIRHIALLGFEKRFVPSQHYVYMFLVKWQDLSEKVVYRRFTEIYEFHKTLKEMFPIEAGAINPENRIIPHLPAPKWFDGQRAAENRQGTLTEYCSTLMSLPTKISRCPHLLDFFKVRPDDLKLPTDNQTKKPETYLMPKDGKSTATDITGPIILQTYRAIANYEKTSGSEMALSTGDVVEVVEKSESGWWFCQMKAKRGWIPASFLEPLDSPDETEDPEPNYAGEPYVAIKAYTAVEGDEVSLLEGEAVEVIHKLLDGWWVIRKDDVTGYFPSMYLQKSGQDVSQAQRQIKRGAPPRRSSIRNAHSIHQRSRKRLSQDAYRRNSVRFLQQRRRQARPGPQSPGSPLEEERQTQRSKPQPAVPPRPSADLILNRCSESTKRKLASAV
Runt-SMMHC FRET – blocks binding of human RUNX1 Runt domain to CBFb-SMMHC; inhibition, % at 20 µM; Cerulean-Runt/Venus-CBFb-SMMHC FRET ratio 530/480, 1 h; actives 0.74% (n = 220,000); Q01196+Q13951;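 active = mean inhibition across duplicate retests at 20 µM reaching about 50%, limit read from the data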;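 also: 0% = DMSO wells and 100% = wells with excess untagged CBFb-SMMHC; inhibitors lower the FRET ratio by blocking Runt binding to CBFb-SMMHC; some results filed as inactive read as strong as hits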
EBV gp42 inh – inhibitors of Epstein-Barr virus glycoprotein 42; Q1HVG2; Fluorescence polarization binding assay, mP read-out; inhibition, % (tested at 21.74 µM); actives 0.42% (n = 220,000); AID 1085; in the data active = inhibition above about 50%
Target sequence (Q1HVG2 whole entry, looked up): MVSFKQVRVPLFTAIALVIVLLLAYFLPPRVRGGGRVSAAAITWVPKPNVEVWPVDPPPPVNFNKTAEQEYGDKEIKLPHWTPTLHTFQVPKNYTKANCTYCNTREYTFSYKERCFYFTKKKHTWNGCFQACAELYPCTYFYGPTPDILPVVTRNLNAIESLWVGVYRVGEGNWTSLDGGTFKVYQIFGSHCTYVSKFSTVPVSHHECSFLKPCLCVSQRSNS
Runt-CBFb FRET – blocks binding of human RUNX1 Runt domain to CBFb | Q01196+Q13951 | Cerulean-Runt/Venus-CBFb FRET ratio 530/480, 1 h | inhibition, % at 20 µM | actives 0.46% (n = 220,000) | AID 1496;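 active = inhibition over about 50% at 20 µM in the single-dose screen, limit read from the data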;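 also: 0% = DMSO wells and 100% = excess unlabeled CBFb competitor control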
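System: Cerulean-labeled Runt domain protein | Quantity: 100 nM of each labeled protein | Schedule: 1 h compound exposure, room temperature | Detection: Fluorescence energy transfer, 422 nm excitation, 530/480 nm emission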
TbHK1 inh – blocks Trypanosoma brucei hexokinase 1 activity | recombinant TbHK1, G6PDH-coupled NADH A340 | inhibition, % at 10 µM | actives 0.11% (n = 220,000) | AID 1430;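 active = inhibition of 50% or more in the single-dose primary screen; inactive = inhibition below 50%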
zVAD death inh – L929 zVAD cell death inhibition. L929 zVAD necroptosis rescue, ATP luminescence, 24 h; with zVAD 60 µM. viability rescue, % at 10 µM. actives 0.38% (n = 220,000);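 active = activation, scaled between plate controls, above about 75%, limit read from the data; inactive = activation under that limit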;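 also: 0% = zVAD with DMSO and 100% = DMSO alone without zVAD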
MDM2 E3 inh – blocks human Mdm2 ubiquitin ligase activity. Q00987. actives 0.11% (n = 210,000). signal enhancement, % at 5 µM. cell-based MDM2 ubiquitination luciferase reporter, 2 h; 0 = plate control, 100 = twice control, blank-subtracted;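 active = signal enhancement of 30% or more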;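 also: luminescence tracks abundance of the self-degrading MDM2-luciferase fusion protein; higher signal means inhibition of MDM2 E3 ligase activity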
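Test system: mammalian cells stably expressing self-ubiquitinating, self-degrading MDM2 E3–luciferase fusion; Amount: 2000 cells in each well; Medium: DMEM; Schedule: 4 h settle plus 2 h compound, 37 °C; Technique: SteadyLite luciferase luminescence after 15 min room-temperature reagent incubation; Benchmarks: plate control and blank wells.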
14-3-3 Bad PPI – disrupts binding of bovine 14-3-3 zeta to phospho-Bad peptide | inhibition, % at 21.7 µM | actives 0.71% (n = 220,000) | P63103 | AID 781 | TR-FRET 14-3-3zeta/Dy647-pBad peptide displacement, 1 h;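 active = inhibition above about 70%, limit read from the data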;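 also: 0% = full 14-3-3 plus peptide FRET controls and 100% = background without 14-3-3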
Target sequence (P63103 whole entry, looked up): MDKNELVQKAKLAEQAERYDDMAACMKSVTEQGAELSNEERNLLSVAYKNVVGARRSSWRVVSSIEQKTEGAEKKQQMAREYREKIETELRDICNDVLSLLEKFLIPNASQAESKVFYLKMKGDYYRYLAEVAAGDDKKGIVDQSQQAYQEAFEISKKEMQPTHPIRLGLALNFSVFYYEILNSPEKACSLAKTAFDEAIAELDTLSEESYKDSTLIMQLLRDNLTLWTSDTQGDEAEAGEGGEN
Starred values were filed as active, the others as inactive; . = no result given; [ ] = another dose, or the depositor's remark.

Each structure is followed by: Hck-Nef inh, NCF1 inh, Runt-SMMHC FRET, EBV gp42 inh, Runt-CBFb FRET, TbHK1 inh, zVAD death inh, MDM2 E3 inh, 14-3-3 Bad PPI
COCCNC(=O)CCSCc1ccccc1F
  -5, -10, 0, -7, 0, 1, 1.4, -1, -5
O=C(CCO)c1ccc(O)cc1
  26, -14, 7, 10, 11, -7, 0.7, 5, 75*
CCOc1ccc(N2C(N)=NC(N)=NC2(C)C)cc1
  13, -12, 5, -16, 5, 2, -0.1, -5, 10
Cc1ccc2c(Cl)c(C(=O)NCC3CCCO3)sc2c1 (centres undefined)
  -1, -3, -1, -8, -2, -4, 0.0, -19, -2
CCOc1ccccc1N(CC(=O)Nc1ccccc1C(=O)O)S(C)(=O)=O
  7, -2, 1, -4, 2, 4, 1.6, 7, 28
O=C(CSc1nnc(CCCO)n1-c1ccccc1)NCCc1ccccc1
  4, -3, -3, -28, 0, 0, -0.1, -5, 11
N#C/C(=C\Nc1ccccc1SC(F)(F)F)c1nc(-c2ccccc2)cs1
  4, -67, 1, -2, -5, -8, 0.2, -3, -7
CC(NS(=O)(=O)c1ccccc1)C(c1cccs1)N1CCOCC1 (centres undefined)
  -10, -3, 1, 2, 0, 6, ., ., 4
CCn1ncc(NC(=S)Nc2ccc(OC)c(OC)c2)c1C(N)=O
  23, 4, ., -15, ., -4, 1.1, 12, -8
COc1ccc(CC2S/C(=C(\C#N)C(=O)NCc3ccco3)N(c3ccc(C)cc3)C2=O)cc1 (centres undefined)
  2, -5, 5, 1, 4, 1, -0.3, 7, 0
O=C1OCCC1Sc1nnc(-c2cccnc2)n1-c1ccccc1F (centres undefined)
  20, -6, 1, -10, -1, -3, 1.7, -9, -5
CCC(C)NC(=O)Cn1c(=O)n(-c2ccccc2)c(=O)c2ccc(C(=O)NCc3ccco3)cc21 (centres undefined)
  3, -9, 2, -11, 0, 41, 0.4, -9, -3
CCN(CC)S(=O)(=O)c1ccc(N2CCCC2)c(NC(=O)C2CCCCC2)c1
  15, -3, -2, -8, 2, 10, 0.1, ., 0
CC(C)(C)c1cc(CCC(=O)NN)cc(C(C)(C)C)c1O
  21, -8, 0, 8, -2, 0, 2.7, -4, -20
Cc1cc(SCC#N)n2nc(C)c(-c3ccc(Cl)cc3)c2n1
  -23, -8, -4, 6, -4, 18, -0.4, -16, -2
CNS(=O)(=O)c1cccc(C(=O)OCc2cc(Cl)cc3c2OCOC3)c1
  3, -16, 4, 9, -2, 6, 0.0, 13, -4[fluorescence artefact?]
COc1ccc(C(c2c(NC(=O)c3ccccc3)sc(C)c2C)N2CCN(CCO)CC2)cc1 (centres undefined)
  1, -16, 3, 10, -6, -17, -0.1, -5, 8
O=C(/C=C/c1ccc(O)cc1)OCc1occc(=O)c1O[C@@H]1OC(CO)[C@@H](O)[C@H](O)[C@@H]1O (some centres undefined)
  1, -11, 0, -13, -2, -22, 2.7, ., 8
NC(CO)(CO)COCc1ccccc1
  21, -17, 1, -16, 0, 1, 0.7, -6, -12
CN(Cc1ccccc1)C(=O)C(C(=O)c1ccc(F)cc1)n1cc(Cl)ccc1=O (centres undefined)
  24, -8, -2, -5, -2, 3, 0.9, -8, -5
Clc1ccc(Nc2ncnc3c2cnn3-c2ccccc2)cc1
  -3, -19, 2, -8, -2, 0, 5.3, -12, 3
O=C(O)C1Cc2ccccc2CN1C(=O)COc1ccc(Br)cc1 (centres undefined)
  2, -16, -11, -25, 0, 10, 0.4, -6, 5
COc1ccc(CNC(=S)N/N=C(/C)c2ccccc2)cc1
  19, -10, 0, 4, 1, 0, -0.4, -5, -6
CCC(C)NC(=O)CS(=O)(=O)Cc1nc(-c2cccc(OC)c2)oc1C (centres undefined)
  14, -3, 0, -13, -2, 3, 1.5, -18, 5[fluorescence artefact?]
CC1=C(C(=O)OCc2ccccc2)C(c2ccsc2)NC(=O)N1C (centres undefined)
  -8, -8, -5, -9, 0, -1, 0.9, -9, -5
CCN(CC)S(=O)(=O)c1cc([N+](=O)[O-])ccc1N1CCC(C(N)=O)CC1
  -6, -8, 0, 4, 4, -9, 0.9, -11, -16
O=C(NC(=S)NCc1ccccc1)c1ccccc1
  -4, -14, -2, -4, 0, 0, -0.1, -13, -4
COC(=O)c1n[nH]n(-c2cc(Cl)cc(Cl)c2)c1=O
  1, 0, 1, 5, 4, -5, 0.3, -3, -1
COCCn1c(-c2ccc(-c3ccc([N+](=O)[O-])cc3Br)o2)nc2c1c(=O)[nH]c(=O)n2CC(C)C
  46, -38, -56, -43, -1, -6, 0.2, -7, 8
O=C(COC(=O)c1cccnc1)Nc1cccc(Cl)c1
  0, -24, 2, -14, -2, -4, -0.2, -3, -1[fluorescence artefact?]
O=[N+]([O-])c1cccc(CSc2ncnc3ccccc23)c1
  9, 0, -2, 15, 0, -2, 2.2, -19, 2
COC(=O)c1ccc(-c2nc3ccccc3[nH]2)cc1
  4, 2, 3, -2, -1, -21, 0.5, -35, 2[fluorescence artefact?]
O=C(CCCNS(=O)(=O)c1cccc2nsnc12)NCCN1CCN(c2ccccc2F)CC1
  -4, 0, 0, -4, -2, -5, 0.5, ., -6
CCOC(=O)C1CCN(C(=S)Nc2cc(C)ccc2C)CC1
  3, -6, 4, -24, 1, -3, -0.1, 98*, 4
CCN(CC)CCNC(=O)CCCNC(=O)Cn1cnc2sc(C)c(C)c2c1=O
  -3, -9, -16, -12, -1, -4, -0.5, -2, 3[fluorescence artefact?]
Cn1c(SCC(=O)NCc2cccs2)nnc1-c1ccc(S(=O)(=O)N2CCCC2)cc1
  -1, -13, 11, -8, 0, 0, -0.1, 1, -1
O=C1CC(=C(c2ccccc2)c2ccccc2)C(=O)N1CCCCN1CCN(c2cccc(Cl)c2)CC1
  1, -19, 0, -1, -1, 4, -0.2, -7, 11
C/C(=N\NC(=O)C1CC1)c1ccc(Cl)cc1
  1, 3, -1, 3, 0, -7, 0.7, -9, 4
Fc1ccc(NCc2cccnc2)cc1
  1, -9, -1, -18, 2, -3, 0.8, -15, -12[fluorescence artefact?]
CN(C)S(=O)(=O)c1ccc(C(=O)NCc2ccc3[nH]c4c(c3c2)CCCC4)cc1
  -6, -8, -29, -8, -18, -7, ., ., -14
CCOc1ccc(NC(=S)N(Cc2ccc(N(C)C)cc2)Cc2ccco2)cc1
  -3, -5, 5, -8, 1, -2, 0.0, -13, 0
O=C(NNC1CC(=O)N(c2ccc(Br)cc2)C1=O)c1cccs1 (centres undefined)
  27, -5, 1, -4, 0, -11, 0.0, ., 0
COc1ccc(NC(=O)Nc2nnc(-c3ccncc3)s2)cc1
  15, 2, 1, -10, -3, -13, 3.5, -5, -2
CC(=O)Nc1ccn(-c2ccccc2)n1
  6, 2, -4, -5, 2, -5, -0.3, 5, -1
Cc1cc(C)n(CCc2nc(-c3ccc(-c4ccccc4)cc3)cs2)n1
  -13, -7, -5, -15, -4, -5, 0.9, 1, 30
COc1ccccc1NC(=S)NCC1CCCCC1
  -16, -15, 1, -8, -1, 6, -1.0, -12, -6[fluorescence artefact?]
O=C(NC1CCCCCC1)c1cc(-c2ccccn2)nc2ccccc12
  19, 3, -4, 5, -5, -3, 4.5, -22, -6
C1=C(c2cccc3ccccc23)N2CCN=C2S1
  1, -1, -21, -15, 1, -6, 0.0, -15, 9
Cc1cccc(C(=O)NC(=S)N2CCN(C(=S)NC(=O)c3cccc(C)c3)CC2)c1
  -2, -1, 3, 3, 0, 38, -0.8, -19, 13
CCN(CC)CCn1c(=S)[nH]c2ccccc2c1=O
  1, -4, -1, -8, 1, 4, 0.5, -64, -12
O=c1cc(N2CCN(c3ccccc3)CC2)[nH]c(=O)n1-c1ccccc1Cl
  2, 7, 2, -9, 3, 1, 0.2, -17, -15[fluorescence artefact?]
COc1ccccc1N1CCN(C(=O)c2ccoc2C)CC1
  0, -9, -5, -18, -1, -2, -0.2, 3, 10
CCOc1ccc(NC(=S)NCCCN2CCN(c3ccc(OC)cc3)CC2)cc1
  22, -8, 2, -1, 0, 0, -1.1, -12, -12
COc1ccccc1N1CCN(C(=O)CSc2nnc3n2C(C)(C)Cc2ccccc2-3)CC1
  0, -2, 2, -6, -1, 1, 0.4, -29, 0
CCOC(=O)c1cc(C(C)C)sc1NC(=O)COC(=O)CCS(=O)(=O)c1ccccc1
  4, -23, -6, -12, -8, -2, 0.0, 13, -3[fluorescence artefact?]
CCN(CC)c1ccc(CN(C(=O)c2cc(OC)c(OC)c(OC)c2)C2CCS(=O)(=O)C2)cc1 (centres undefined)
  2, -4, -2, -16, -3, 4, -0.7, -23, 3[fluorescence artefact?]
O=C(NNC1CC(=O)N(c2ccc(Br)cc2)C1=O)c1ccco1 (centres undefined)
  20, -8, 2, -13, 1, -6, 2.8, -6, -9
ClCc1nnc(-c2ccccc2)o1
  -2, -9, -6, -8, 1, 37, -1.2, -11, -12[fluorescence artefact?]

Molecules above that contain a Cl atom, in the order listed:
Each structure is followed by: Hck-Nef inh, NCF1 inh, Runt-SMMHC FRET, EBV gp42 inh, Runt-CBFb FRET, TbHK1 inh, zVAD death inh, MDM2 E3 inh, 14-3-3 Bad PPI
Cc1ccc2c(Cl)c(C(=O)NCC3CCCO3)sc2c1 (centres undefined)
  -1, -3, -1, -8, -2, -4, 0.0, -19, -2
Cc1cc(SCC#N)n2nc(C)c(-c3ccc(Cl)cc3)c2n1
  -23, -8, -4, 6, -4, 18, -0.4, -16, -2
CNS(=O)(=O)c1cccc(C(=O)OCc2cc(Cl)cc3c2OCOC3)c1
  3, -16, 4, 9, -2, 6, 0.0, 13, -4[fluorescence artefact?]
CN(Cc1ccccc1)C(=O)C(C(=O)c1ccc(F)cc1)n1cc(Cl)ccc1=O (centres undefined)
  24, -8, -2, -5, -2, 3, 0.9, -8, -5
Clc1ccc(Nc2ncnc3c2cnn3-c2ccccc2)cc1
  -3, -19, 2, -8, -2, 0, 5.3, -12, 3
COC(=O)c1n[nH]n(-c2cc(Cl)cc(Cl)c2)c1=O
  1, 0, 1, 5, 4, -5, 0.3, -3, -1
O=C(COC(=O)c1cccnc1)Nc1cccc(Cl)c1
  0, -24, 2, -14, -2, -4, -0.2, -3, -1[fluorescence artefact?]
O=C1CC(=C(c2ccccc2)c2ccccc2)C(=O)N1CCCCN1CCN(c2cccc(Cl)c2)CC1
  1, -19, 0, -1, -1, 4, -0.2, -7, 11
C/C(=N\NC(=O)C1CC1)c1ccc(Cl)cc1
  1, 3, -1, 3, 0, -7, 0.7, -9, 4
O=c1cc(N2CCN(c3ccccc3)CC2)[nH]c(=O)n1-c1ccccc1Cl
  2, 7, 2, -9, 3, 1, 0.2, -17, -15[fluorescence artefact?]
ClCc1nnc(-c2ccccc2)o1
  -2, -9, -6, -8, 1, 37, -1.2, -11, -12[fluorescence artefact?]
